Bioassay records deposited in PubChem by several laboratories.
HGIII-sPLA2 inh: human group III sPLA2 inhibitors, primary screen, biochemical, QFRET, BODIPY PC-A2 liposome substrate; Group 3 secretory phospholipase A2 (Homo sapiens), Q9NZ20; QFRET BODIPY PC-A2 liposome hydrolysis, fluorescence; inhibition, % at 12.2 µM; 370,000 tested, 0.56% active;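 active = inhibition above mean plus 3 SD of compounds lying within the high and low control bounds, cut at about 19% in these data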;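 note: 0% = median of test compound wells and 100% = no enzyme DMSO wells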
SMARCA2 activ: SMARCA2 (BRM) function activators, primary screen, cell-based, luminescence, high throughput; 370,000 tested, 1% active; MG213 cells, MMTV-luciferase reporter, dexamethasone, overnight; activation, % at 9.1 µM; in the data active = activation above about 7.8%;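 note: 0% = vehicle wells and 100% = reference activator wells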
DAX1 inh-1: DAX1 (NR0B1) inhibitors, primary screen, cell-based, HEK293, Gal4-DAX1, luciferase luminescence | 340,000 tested, 0.99% active | HEK293 Gal4-DAX1 luciferase reporter | AID 504766, 2011 | inhibition, % at 6.75 µM | Nuclear receptor subfamily 0 group B member 1 (Homo sapiens), P51843;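 active = inhibition above the mean over all tested compounds plus 3 SD, cut at about 4.2% in these data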;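 note: 0% = DAX1-transfected cells with DMSO and 100% = empty-vector control cells with DMSO; inhibition shows as a rise in luminescence from relieved DAX1 repression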
Target sequence (P51843 207-470 limits assumed): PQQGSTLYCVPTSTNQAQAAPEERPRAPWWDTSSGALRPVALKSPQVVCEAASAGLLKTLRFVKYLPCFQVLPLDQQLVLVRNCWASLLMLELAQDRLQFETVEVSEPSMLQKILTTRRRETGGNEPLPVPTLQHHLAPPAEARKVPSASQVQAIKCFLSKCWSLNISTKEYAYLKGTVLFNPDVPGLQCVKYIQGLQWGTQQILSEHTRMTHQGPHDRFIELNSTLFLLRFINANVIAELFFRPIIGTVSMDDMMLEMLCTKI
NR1D1 modulator: modulators of Rev-erb alpha DNA binding, primary screen, biochemical, FITC-DNA, fluorescence polarization, uHTS; Nuclear receptor subfamily 1 group D member 1 (Homo sapiens), P20393; Rev-erbα–FITC-DNA binding, 90 min; activity, % at 10 µM; 370,000 tested, 0.79% active;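 active = activity above about 14%, limit read from the data; passing the limit was not always enough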;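 note: 0% = DMSO wells with 35 nM protein and 100% = DMSO wells with 750 nM protein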
Target sequence (P20393 whole entry, looked up): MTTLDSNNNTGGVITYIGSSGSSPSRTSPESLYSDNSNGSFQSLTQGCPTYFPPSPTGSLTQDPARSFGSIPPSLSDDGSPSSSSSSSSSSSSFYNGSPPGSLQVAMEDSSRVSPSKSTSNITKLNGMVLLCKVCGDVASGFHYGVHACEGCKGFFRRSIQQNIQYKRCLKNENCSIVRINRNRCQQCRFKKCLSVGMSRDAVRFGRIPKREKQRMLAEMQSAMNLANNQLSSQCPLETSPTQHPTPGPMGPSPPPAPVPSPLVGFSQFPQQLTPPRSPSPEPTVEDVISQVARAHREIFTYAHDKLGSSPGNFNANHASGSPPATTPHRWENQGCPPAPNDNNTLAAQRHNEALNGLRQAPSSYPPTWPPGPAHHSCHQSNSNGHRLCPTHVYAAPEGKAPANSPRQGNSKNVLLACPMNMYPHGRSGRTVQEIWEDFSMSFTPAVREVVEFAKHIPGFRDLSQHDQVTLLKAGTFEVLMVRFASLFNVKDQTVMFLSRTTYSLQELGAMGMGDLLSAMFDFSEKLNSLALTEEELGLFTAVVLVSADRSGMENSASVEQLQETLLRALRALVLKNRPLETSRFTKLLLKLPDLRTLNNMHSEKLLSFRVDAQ
ssDAF12 agonist: S. stercoralis DAF-12 nuclear receptor activators, primary screen, cell-based, luminescence, HEK293, GRIP1 co-expression, lit1-tk-luc. 370,000 tested, 1% active. Nuclear hormone receptor DAF-12 (Strongyloides stercoralis). HEK293 ssDAF-12/GRIP1 lit1-tk-luc reporter; % of 3 µM dafachronic acid response. activation, % at 6.8 µM;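 active = activation above the mean over all tested compounds plus 3 SD, cut at about 0.9% in these data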;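 note: 0% = DMSO-only wells and 100% = 3 µM delta7-dafachronic acid wells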
DAX1 inh-2: DAX1 (NR0B1) inhibitors on StAR promoter, primary screen, cell-based, luminescence, SF-1 (NR5A1), full-length DAX-1 | inhibition, % at 6.8 µM | AID 652010, 2013 | 370,000 tested, 1.1% active | HEK293T StAR-luciferase reporter, SF-1/DAX-1 repression relief;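 active = inhibition above the mean over all tested compounds plus 3 SD, cut at about 3.6% in these data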;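 note: 0% = DAX-1 cells with DMSO and 100% = cells lacking DAX-1 with DMSO; higher inhibition means more luminescence from relief of DAX-1 repression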
hcDAF12 agonist: H. contortus DAF-12 nuclear receptor activators, primary screen, cell-based, luminescence, HEK293, lit1-tk-luc reporter. HEK293 hcDAF-12 lit1-tk-luc reporter; 0% DMSO, 100% Δ7-dafachronic acid. activation, % at 6.8 µM. 370,000 tested, 1.4% active;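 active = activation above the mean of all tested compounds plus 3 SD, cut at about 5.5% in these data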;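 note: 100% = response to 3 µM Δ7-dafachronic acid high control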
hgDAF12 agonist: H. glycines DAF-12 receptor agonists, primary screen, cell-based, luminescence, HEK293, GAL4 fusion, UAS-luciferase. activation, % at 6.8 µM. 370,000 tested, 1.8% active. HEK293 GAL4-hgDAF12 UAS-luciferase reporter, agonist luminescence; normalized to butyrate control. Nuclear hormone receptor DAF-12 (Heterodera glycines), GAL4 fusion;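 active = activation above a cutoff set at the mean of all screened compounds plus 3 SD, cut at about 10% in these data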;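 note: 0% = DMSO wells and 100% = sodium butyrate wells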
PG9 binder: binders of HIV-1 gp120 antibody PG9, primary screen, biochemical, TR-FRET. TR-FRET gp120-PG9 antibody binding. inhibition, % at 6.7 µM. 360,000 tested, 0.43% active. AID 624416, 2012; in the data active = inhibition above about 8.5%
PLC-beta3 inh: human PLC-beta3 inhibitors, primary screen, biochemical, fluorescence; 1-phosphatidylinositol 4,5-bisphosphate phosphodiesterase beta-3 (Homo sapiens), Q01970; Purified PLC-beta3, fluorogenic substrate; inhibition, % at 12.2 µM; 370,000 tested, 0.18% active; in the data active = inhibition above about 11%;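 note: 0% = median of compound wells on plate and 100% = full blocker control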
FXN GAA850 act: FXN promoter activators, primary screen, cell-based, luciferase luminescence, HEK293 lucGAA850; HEK293 lucGAA850 FXN promoter luciferase reporter, 24 h; percent of 10 µM SAHA response; activation, % at 6 µM; 360,000 tested, 0.56% active;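 active = activation above the average of all compounds screened plus 3 SD, cutoff fixed separately per campaign, cut at about 7.5% in these data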;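 note: 0% = DMSO wells and 100% = 10 µM SAHA wells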
An asterisk follows results filed as active; i = inactive; nt = not tested or not shown. Hits appear at their usual frequency. About 7% of those tested had a hit in this group.

SMILES	HGIII-sPLA2 inh	SMARCA2 activ	DAX1 inh-1	NR1D1 modulator	ssDAF12 agonist	DAX1 inh-2	hcDAF12 agonist	hgDAF12 agonist	PG9 binder	PLC-beta3 inh	FXN GAA850 act
O=C(COc1ncnc2cc(Cl)ccc12)c1ccccc1	-12	-1	0.7	-2	-1.2	0.7	-0.2	0.9	-1.4	-6	2.2
CN(CC(=O)Nc1ccc(F)cc1)C(=O)CSc1nnc(Cc2ccccc2)o1	5	-2	-0.1	9	-1.3	-1.4	-1.0	-2.7	2.6	-7	1.1
CNc1ccc(Oc2c(F)c(F)nc(F)c2F)cc1	10	-2	-0.1	2	-1.5	0.1	-0.3	-0.9	-0.8	1	-0.9
COc1cc(CN2CCCN(C)CC2)c([N+](=O)[O-])cc1OC	0	-2	4.0	-8	-0.8	0.7	-1.5	-0.7	-0.8	-5	1.9
COc1cc(NC(=O)c2cc3ccccc3cc2O)c(OC)cc1Cl	-44	-9	-1.3	-3	-1.3	-1.9	-2.6	-4.9	1.1	i	-3.5
O=C(c1ccccc1)N1CCN(c2ncccn2)CC1	0	-4	2.3	1	-1.0	0.1	-0.1	-1.8	-0.9	-6	-0.4
O=C(COC(=O)/C=C/c1ccc([N+](=O)[O-])cc1)Nc1ccc(F)cc1	3	0	-0.1	7	-1.1	-1.3	0.4	0.9	0.7	-1	1.1
O=C1C=C(c2cccc(Cl)c2O)C[C@@H](c2ccc(Cl)cc2)C1	-7	-1	0.8	-4	-1.4	0.1	-1.3	3.4	-2.3	-77	0.4
O=c1[nH]cnc2c1ncn2[C@H]1CC[C@@H](CO)O1	8	4	-0.7	1	-1.3	-4.0	2.3	-7.4	-1.7	5	0.6
Cc1nnc(N/N=C\c2ccc(-c3cccc(C(=O)O)c3)o2)n1N	-4	9.1*	-2.7	-1	-1.3	-1.9	-1.2	-5.2	-13	-85	2.2
Cc1cc(C)c2c(-n3cccc3)n[nH]c2n1	2	0	-0.2	1	-1.0	-0.6	-0.5	-0.1	-2.6	1	2.7
CCOC(=O)C1CCCN(C(=O)c2cccc3ccccc23)C1 (stereo not given)	1	-1	0.6	-2	-1.5	-0.5	-0.1	-0.8	1.4	-2	1.0
CCc1nnc(NS(=O)(=O)c2ccc(NC(=O)/C=C/c3ccccc3Cl)cc2)s1	-117	-3	-2.4	-2	-1.2	2.5	0.3	0.8	1.2	-10	1.1
COc1ccc(C)c2sc(NC(=O)C3CC3)nc12	7	0	0.1	-6	-0.1	-0.7	4.8	-1.6	-0.1	0	-0.2
CS(=O)(=O)Nc1cccc(-c2ccc3nncn3c2)c1	12	-1	nt	2	-1.4	0.1	-0.2	-0.3	-2.1	-8	0.9
Cc1cnc(CNC(=O)C2(C)CCCN2CC(C)C)cn1 (stereo not given)	3	5	nt	2	-1.3	1.3	0.0	-0.7	-1.4	-3	0.6
Cc1ccc(C(=O)Nc2ccc3c(c2)nc(CCNC(=O)c2ccco2)n3C)cc1	-4	7	0.7	1	-0.1	0.6	1.9	4.9	-1.4	-2	2.8
CC(C)c1nc(CNC(=O)CCc2nnc(-c3ccsc3)o2)cs1	6	0	0.9	6	-1.5	-0.6	0.3	-0.6	1.8	-3	2.0
Cc1ccc(S(=O)(=O)NC(C)C(=O)NC2CC2)cc1 (stereo not given)	1	-4	0.5	1	-0.8	-1.3	-0.4	2.4	1.4	-8	3.1
COc1ccc(S(=O)(=O)Nc2ncccn2)cc1	-5	0	1.7	-3	-0.8	-0.4	-0.6	1.3	-2.6	1	-0.9
O=C(Cn1cc(C(F)(F)F)ccc1=O)Nc1cc(S(=O)(=O)N2CCOCC2)ccc1Cl	-6	-1	-0.1	2	-0.1	-0.2	-1.4	0.1	-2.7	-1	-0.3
Cc1cccc(C)c1NC(=O)C(=O)NCc1ccccn1	-1	-1	0.9	2	-1.0	0.3	-1.0	0.5	0.4	4	-0.7
O=C1C=C(NC2=CC3OC(c4ccccc4)OCC3OC2=O)CCC1 (stereo not given)	10	-1	0.7	-5	-0.4	-0.1	0.5	1.4	0.3	-9	-7.9
CCC(C)[C@H](NC(=O)N1CCCCCC1)C(=O)O (stereo not given in full)	4	-2	1.5	0	-0.9	0.2	-1.6	-0.1	4.6	-8	3.5
COc1ccc2nc(NC(=O)c3ccccc3O)sc2c1	-7	3	0.4	-4	-0.5	3.5	1.7	7.6	-0.4	-92	2.2

3 compounds out of the list above, sorted by the number in hcDAF12 agonist, lowest first:
Structure	hcDAF12 agonist
O=C(c1ccccc1)N1CCN(c2ncccn2)CC1	-0.1
O=C1C=C(NC2=CC3OC(c4ccccc4)OCC3OC2=O)CCC1 (stereo not given)	0.5
O=c1[nH]cnc2c1ncn2[C@H]1CC[C@@H](CO)O1	2.3

The results go on.
SMILES	HGIII-sPLA2 inh	SMARCA2 activ	DAX1 inh-1	NR1D1 modulator	ssDAF12 agonist	DAX1 inh-2	hcDAF12 agonist	hgDAF12 agonist	PG9 binder	PLC-beta3 inh	FXN GAA850 act
COc1cc([N+](=O)[O-])ccc1NC(=O)COC(=O)c1c[nH]c(=O)[nH]c1=O	1	-1	1.2	-6	-1.3	-0.2	-0.6	2.3	0.3	3	0.4
CC(=O)c1cccc(N2C(=NC(=O)C(C)C)SC3CS(=O)(=O)CC32)c1 (stereo not given)	2	0	-0.4	-4	-0.8	-0.3	-1.1	3.1	-1.5	2	1.3
CC1(C)Oc2ccc(C(=O)N3CCCCC3)cc2N(CC(=O)NCc2ccccc2)C1=O	-2	1	-0.2	-2	-1.0	0.3	-0.4	1.4	-1.5	0	-0.8
CCOC(=O)N1CCN(C(=O)c2cccc(OC)c2OC)CC1	4	0	-0.2	2	-0.8	-0.1	-0.8	0.2	0.8	2	1.4
O=C(CN1CCN(c2ccccc2)CC1)Nc1ccc(F)cc1	17	-1	-1.1	-4	-1.6	0.2	-0.7	-1.6	-0.9	0	-0.1
O=C(c1ccc(Cl)cc1)N1CCc2ccccc21	1	1	0.8	8	-1.1	0.1	0.9	4.4	-2.6	-4	3.7
CC1CCCN(S(=O)(=O)c2ccc(C(=O)Nc3nnc(-c4ccccn4)o3)cc2)C1 (stereo not given)	3	-3	-0.4	-6	-1.2	-0.1	0.6	-1.9	-1.4	-2	-1.0
CC(O)CNc1nc2c(c(=O)n(Cc3ccc(Cl)c(Cl)c3)c(=O)n2C)n1C (stereo not given)	6	-1	0.0	-1	-0.9	-0.8	-1.1	-1.2	-1.6	-2	1.6
COC(=O)C1(Cc2cc(-c3cccnc3)no2)CCN(C(=O)OC(C)(C)C)CC1	6	-1	-0.9	7	-1.4	-0.7	-2.8	1.4	1.3	-1	1.6
Cc1ccc(-n2nnnc2SCC(N)=O)c(C)c1	1	0	0.2	2	-1.5	-0.5	0.7	-2.4	-1.8	3	-1.5
COc1cccc(C2C(C(=O)c3cc4ccccc4o3)=C(O)C(=O)N2CCN(C)C)c1OC (stereo not given)	-7	2	-0.1	-5	-1.0	-0.2	-1.1	0.9	30*	-13	-1.4
Fc1ccc(-c2cc(-c3nnc4sc(-c5cccs5)nn34)[nH]n2)cc1	-15	1	nt	-11	-1.9	-2.0	-2.1	-1.1	nt	-3	nt
CCNC(=O)C1(C)CCN(C(=O)c2c(F)ccc(C)c2F)C1 (stereo not given)	2	-4	nt	-4	-1.2	-0.7	-1.3	-0.6	1.1	2	-0.1
CC(=O)Oc1ccc(C(=O)Cc2ccccn2)c(O)c1	-3	-1	0.4	-6	-0.9	0.6	1.6	0.2	-0.7	-15	11*
Cc1nc2ccc(Oc3ccccc3)cc2s1	1	2	2.6	-1	-1.1	0.3	1.5	2.5	2.0	0	2.9
CCS(=O)c1ccccc1C(=O)OCC(=O)N1CCC(c2ccccc2)=N1 (stereo not given)	-2	5	-0.5	-2	-0.5	2.6	-2.0	-3.2	-2.1	2	1.0
CCSc1nc2c(cnn2-c2ccc(C)cc2)c(=O)[nH]1	-9	-2	-0.8	-2	-0.6	0.2	-1.0	3.0	-0.2	2	1.9
O=C(CCNS(=O)(=O)c1ccc2c(c1)CCC(=O)N2)Nc1ccc2c(c1)OCCO2	-2	-4	-1.1	-1	-1.6	-1.5	-2.3	-4.4	0.6	-3	-5.1
COc1ccc(OC)c(C(=O)c2ccc(C(=O)O)cc2)c1	0	-4	-0.4	0	-1.3	0.3	-1.4	0.5	-1.2	10	-0.4
Cc1cccc(C)c1-n1nnnc1C(c1ccnc2ccccc12)N(C)Cc1ccc(Cl)c(Cl)c1 (stereo not given)	5	-2	nt	-2	-0.9	-0.3	-0.9	-0.2	0.2	1	nt
C#CCOCCOCCOCCNc1nc(N2CCN(C(=O)[C@H](C(C)C)n3cc(CCO)nn3)CC2)nc(N2CCN(C(=O)[C@H]([C@@H](C)CC)n3cc(CCCN=C(N)N)nn3)CC2)n1	-3	1	0.6	-2	-0.6	0.1	-0.7	0.9	-1.9	8	1.1
CCSc1nnc(NC(=O)CSc2nccn2-c2cccc(C)c2C)s1	-12	-2	nt	3	-1.0	0.2	-1.9	-2.8	0.8	0	nt
COC(=O)c1sc(NC(=O)C2CCCCC2C(=O)O)c(C(=O)OC)c1C (stereo not given)	-3	-4	-0.7	-3	-1.1	-0.4	-1.2	-0.3	13*	-4	0.9
COc1ccccc1CNC(=O)COC(=O)c1cc([N+](=O)[O-])ccc1N1CCOCC1	-1	0	-0.6	8	-1.2	1.4	0.1	-3.3	0.1	-8	1.3
O=C(NCCc1ccccc1)/C(=C\c1ccccc1)NC(=O)c1ccco1	7	-2	0.1	-1	-1.4	1.1	-0.9	0.5	-1.8	-20	2.1
COCC(=O)Nc1nnc(Cc2ccc(OC)c(OC)c2)s1	8	-2	0.3	-1	-1.0	-0.1	-0.6	-0.8	0.4	1	-0.6
COc1ccc(N(CC(=O)NC(C)c2ccccc2)S(=O)(=O)c2ccc(C)cc2)cc1 (stereo not given)	-11	-2	0.1	4	-0.7	0.3	-1.4	0.1	-2.3	-5	-2.9
